Screening data: PubChem BioAssay, several laboratories
DNMT1 block: DNMT1 (human) enzyme inhibition. P26358. DNMT1 molecular beacon, Hinp1I cleavage, fluorescence. inhibition (reported as % activation of signal), % at 10 µM. 360,000 tested, 0.83% active; in the data active means inhibition above about 50%
TbMetRS inhib: blocks T. brucei methionyl-tRNA synthetase activity. AID 624268. purified T. brucei MetRS, ATP depletion, Kinase-Glo luminescence. inhibition, % at 11.9 µM. 360,000 tested, 0.4% active;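 active means inhibition above a per-plate cutoff of the control wells' mean inhibition plus 3 SD, cut at about 5.5% in these data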;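 further: 0% = DMSO wells median and 100% = median of wells with control inhibitor compound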
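assay system = parasite MetRS enzyme | timing = 15 min preincubation, 2 h reaction, all 25 °C | evaluation = percent inhibition relative to median high and low control wells | medium = HEPES buffer containing pyrophosphatase, BSA, spermine, DTT | compound = single dose, 11.9 µM final nominal, 0.9% final DMSO | detection = Kinase-Glo luminescence, ATP depletion format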
SUMO1 PPI mod: alters human SUMO1 binding to SIM partners | SUMO1 binding to a labelled peptide, TR-FRET, 1 h | 360,000 tested, 0.33% active | P63165 | inhibition, % at 20 µM; in the data active means inhibition above about 37%
Target sequence (P63165 whole entry, looked up): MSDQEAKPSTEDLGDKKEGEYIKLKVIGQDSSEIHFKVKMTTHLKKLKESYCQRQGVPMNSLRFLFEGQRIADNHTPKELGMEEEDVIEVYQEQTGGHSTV
Scp-1 inhibitor: blocks human Scp-1 phosphatase activity. Q9GZU7. Recombinant Scp1, phosphopeptide, malachite green phosphate absorbance. inhibition, % at 20 µM. 340,000 tested, 0.88% active;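 active means inhibition above about 50% at 20 µM, limit read from the data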;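 further: plate controls were DMSO wells with enzyme for no effect and wells lacking enzyme for full effect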
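Assay system: SCP-1 catalytic fragment, aa 76-261 | Buffer or medium: Tris acetate buffer pH 5.5 with MgCl2 and Tween-20 | Compound: One concentration, 20 µM, with 1.0% DMSO | Also added: Phospho 17-mer peptide substrate | Signal: Absorbance at 630 nm | Incubation: 45 min enzyme reaction at room temperature | Measure: % inhibition of SCP-1 phosphate liberation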
LMPTP inh: blocks human LMPTP phosphatase. P24666. recombinant LMPTP-A, OMFP fluorogenic substrate, fluorescence intensity. inhibition, % at 20 µM. 360,000 tested, 0.22% active;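 active means compounds that cut the enzyme signal by at least half of the control window in the single-dose screen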;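 further: plate controls were DMSO wells with enzyme plus substrate for no effect and substrate without enzyme for full effect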
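Test system – LMPTP-A phosphatase enzyme · Quantity – 0.625 nM LMPTP-A final · Reagent – OMFP substrate, 400 µM final · Dosing – one test concentration per compound, 20 µM, with 3% DMSO overall · Timing – 50 min enzyme reaction at room temperature, protected from light · Detection – fluorescence intensity · Controls – substrate-only low control, DMSO enzyme-plus-substrate high control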
STEP block: inhibitors of human striatal-enriched phosphatase STEP; P54829; inhibition, % at 20 µM; AID 588621; 360,000 tested, 0.25% active; recombinant STEP, OMFP fluorogenic substrate, fluorescence;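 active means inhibition at 20 µM, scaled per plate between control wells, above about 37%, limit read from the data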;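 further: 0% = DMSO with enzyme and substrate and 100% = substrate only without enzyme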
Target sequence (P54829 whole entry, looked up): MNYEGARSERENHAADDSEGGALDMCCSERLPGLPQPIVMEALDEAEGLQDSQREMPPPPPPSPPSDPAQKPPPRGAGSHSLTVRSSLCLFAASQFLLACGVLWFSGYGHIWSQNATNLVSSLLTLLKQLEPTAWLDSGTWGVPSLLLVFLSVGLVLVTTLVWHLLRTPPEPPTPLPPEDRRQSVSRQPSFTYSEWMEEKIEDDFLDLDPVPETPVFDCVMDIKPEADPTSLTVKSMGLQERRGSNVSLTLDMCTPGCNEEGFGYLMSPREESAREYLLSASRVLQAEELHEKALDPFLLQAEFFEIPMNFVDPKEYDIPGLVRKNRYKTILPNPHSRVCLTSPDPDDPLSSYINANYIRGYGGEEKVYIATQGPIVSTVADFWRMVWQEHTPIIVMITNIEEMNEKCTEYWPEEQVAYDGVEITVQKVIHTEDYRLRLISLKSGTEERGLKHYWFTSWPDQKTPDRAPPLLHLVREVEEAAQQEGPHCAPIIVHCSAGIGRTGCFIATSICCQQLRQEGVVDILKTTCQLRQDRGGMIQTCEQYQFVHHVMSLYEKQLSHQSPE
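Material: STEP (striatal-enriched tyrosine phosphatase) enzyme, cell-free | Medium: 50 mM Bis-Tris pH 6.0 with 2.5 mM DTT and 0.005% Tween 20 | Read-out: Percent inhibition scaled to no-enzyme and uninhibited-enzyme controls, plate-pattern corrected | Signal: Fluorescence read at 480 nm ex / 540 nm em | Times: 20 min reaction, room temperature, in the dark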
NadD inh: NadD (S. aureus) enzyme inhibition. purified NadD enzyme, colorimetric absorbance read-out. inhibition, % at 20 µM. 360,000 tested, 0.78% active; in the data active means inhibition above about 26%; further: some compounds past the cut are filed as inactive
MLLE-PAM2 inh: blocks PAM2 peptide binding to the PABP1 MLLE domain; P11940; GST-MLLE / FITC-PAM2 fluorescence polarization; 360,000 tested, 0.36% active; AID 588489; inhibition, % at 20 µM; in the data active means inhibition above about 35%, passing the limit was not always enough;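 further: plate controls were DMSO wells with GST-MLLE for no effect and wells lacking GST-MLLE protein for full effect; some results filed as inactive read as strong as hits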
CSN inh: CSN deneddylation inhibition; Purified CSN, SCF-Nedd8-OG deneddylation, fluorescence polarization; inhibition, % at 12.5 µM; 360,000 tested, 0.38% active;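 active means pattern-corrected inhibition above about 35%, with an unprinted fluorescence ratio check between 0.5 and 1.5, limit read from the data, passing the limit was not always enough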;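 further: 0% = enzyme with substrate and 100% = substrate without enzyme; some results filed as inactive read as strong as hits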
Target sequence (Q92905 whole entry, looked up, one chain of several): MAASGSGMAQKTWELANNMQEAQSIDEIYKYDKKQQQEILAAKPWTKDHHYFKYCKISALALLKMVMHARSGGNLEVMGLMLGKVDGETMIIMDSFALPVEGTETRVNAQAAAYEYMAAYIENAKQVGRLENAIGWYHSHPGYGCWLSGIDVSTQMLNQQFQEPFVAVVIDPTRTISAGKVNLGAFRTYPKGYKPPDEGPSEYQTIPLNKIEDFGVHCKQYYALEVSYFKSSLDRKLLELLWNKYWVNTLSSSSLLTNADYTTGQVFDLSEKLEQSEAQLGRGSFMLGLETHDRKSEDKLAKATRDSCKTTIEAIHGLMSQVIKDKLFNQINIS
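Material: purified human Csn5 enzyme expressed in HEK293T cells / Medium: Tris buffer pH 7.5, NaCl, DTT, Tween-20, trehalose, ovalbumin / Compound dosing: 12.5 µM single point / Schedule: 90 min incubation of compound, enzyme and substrate at room temperature / Signal: fluorescence polarization of the substrate / Control set: no-enzyme wells high, enzyme-with-substrate wells low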
Rpn11 block: inhibitors of human proteasome Rpn11 | O00487 | AID 588493 | 360,000 tested, 0.59% active | human 26S proteasome, Ub4-pepOG fluorescence polarization; 20S core pre-blocked with epoxomicin | calls only at 20 µM;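 active means inhibition at 20 µM, scaled to each plate's controls, above about 33%, limit read from the data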
Starred values were filed as active, the others as inactive; i = inactive; nt = not tested or not shown; + = active, no number. This is a random part of the collection, and some 3.6% of all compounds hit somewhere here.

SMILES	DNMT1 block	TbMetRS inhib	SUMO1 PPI mod	Scp-1 inhibitor	LMPTP inh	STEP block	NadD inh	MLLE-PAM2 inh	CSN inh	Rpn11 block
COc1ccc(-c2csc(NC(=O)C3CC(=O)N(Cc4ccccc4)C3)n2)cc1OC (stereo not given)	-7	-0.5	6	-12	1.3	-1	-7	7	2	i
COc1ccccc1Nc1ccc(NS(=O)(=O)c2ccc(C(C)=O)cc2)cc1	-12	-0.8	7	-6	1.3	1	-5	26	2	i
c1ccc(CCNc2ncnc3nc[nH]c23)cc1	0	1.2	-3	-4	-3.2	4	-4	-11	2	i
Cn1nc(C(=O)N2CCN(S(=O)(=O)/C=C/c3ccccc3)CC2)c2ccccc2c1=O	1	-0.2	-4	-2	-0.1	-2	1	5	-6	i
Cc1ccc(N(CC(=O)NCc2ccc3c(c2)OCO3)S(C)(=O)=O)cc1	-1	0.0	3	6	-1.8	-3	-3	-2	-5	i
COCCn1c(SCC(=O)Nc2nc(C)c(Cl)cc2Cl)nc2ccccc21	-2	0.1	-6	-4	1.1	0	1	-9	6	i
Cc1ccc(C(=O)Nc2cccc(C(=O)NCc3ccccc3)c2)cc1	5	-0.9	2	-9	0.4	-3	-5	19	2	i
O=C(NCC1([N+](=O)[O-])CN(C(=O)c2ccccc2)CN(C(=O)c2ccccc2)C1)c1ccccc1	-4	0.0	-3	-7	-1.9	-3	-7	17	5	i
COc1ccc(/C=N/Nc2nn3cnnc3c3ccccc23)cc1	2	0.1	-12	4	0.0	-1	0	-15	4	i
CCN(CC)C(=O)Cn1c(=O)n(CCCC(=O)NCc2ccc3c(c2)OCO3)c(=O)c2sccc21	0	0.0	0	-5	-2.6	0	9	6	5	i
COc1ccccc1OCCCCNCCO	-2	-0.7	14	-3	0.1	0	-3	8	4	i
O=C1Nc2ccc(Br)cc2C1(O)Cc1ccccn1 (stereo not given)	-6	-0.5	3	-4	-1.4	0	0	-7	0	i
O=C(Nc1ccc2c(c1)OCCO2)c1ccco1	0	-1.8	4	-11	-1.5	-3	-3	3	-2	i
N#Cc1c(-c2ccc(F)cc2)nc(-c2ccccc2)[nH]c1=O	0	0.1	0	15	-0.1	4	3	2	0	i
O=C(NCc1ccc2c(c1)OCO2)c1ccc(N2CCCCCC2)c([N+](=O)[O-])c1	-4	0.1	-18	-7	3.1	0	2	2	-5	i
COc1ccc(N(CC(=O)NCc2ccccc2)S(=O)(=O)c2c(C)n[nH]c2C)cc1	0	-0.7	-1	4	-0.8	-4	-10	9	1	i
CCCCN(C)C(=O)CCC(=O)Nc1ccc2nc(N3CCN(C)CC3)cc(C)c2c1	2	-0.6	2	-7	6.7	4	-7	-9	-3	i
CCn1c(/C=C/N(C(C)=O)c2ccccc2)[n+](CCCS(=O)(=O)[O-])c2cc(Cl)c(Cl)cc21	-1	-0.7	5	-6	-0.3	-3	1	4	-8	i
CN[C@H](C(=O)NC[C@H]1O[C@@H](n2cnc3c(N)ncnc32)[C@H](O)[C@@H]1O)[C@@H](C)OCc1ccccc1	1	-0.2	4	4	-1.9	-1	-4	4	-11	i
Cc1ccc(N=Cc2cc(Br)cc(Cl)c2O)cc1	0	0.4	-4	-6	0.4	2	7	-16	-14	i
O=C(c1c(F)cccc1F)N1CCN(c2ncccn2)CC1	4	-1.1	0	3	-2.1	-7	-4	-1	-1	i
COc1cccc(-c2ccc(NC(=O)C3CCCN(Cc4cnn(C)c4C)C3)cc2)c1 (stereo not given)	3	-0.5	2	3	-0.2	1	-3	-4	-3	i
COc1ccc(-c2cn(Cc3ccc(C(N)=O)cc3)c(-c3ccc(Cl)nc3)n2)cc1	0	-0.6	1	-2	0.9	-1	-4	9	-2	i
Cc1ccc(C(=O)Nc2ccccc2C(=O)NC(C(=O)O)C(C)C)cc1 (stereo not given)	6	-0.2	0	-5	-0.5	-1	2	6	-3	i
COC(=O)CNC(=O)CN1C(=O)NC2(CCCc3ccccc32)C1=O (stereo not given)	2	-0.5	1	-13	-1.6	0	-1	-6	1	i
Cc1cccc(CN2CCN(C(=O)CCl)CC2)c1	-3	-0.2	2	-11	-3.3	6	-1	12	5	i
CCOC(=O)CN1C(=O)S/C(=C/C=C/c2ccc(N(C)C)cc2)C1=O	2	0.0	-17	-3	5.9	-13	4	-147	40*	nt
CC(=O)c1sc(NC(=O)COc2ccc(Br)cc2)nc1C	-5	-0.5	-6	-13	0.1	-1	1	-16	7	i
Cc1cccc(NC(=O)CSc2nnc(NC(=O)C3CCC3)s2)c1	-5	-0.8	-1	-1	0.1	0	-2	1	3	i
O=C1CCCN1c1ccc(S(=O)(=O)N2CCN(c3ccccc3)CC2)cc1	10	-0.5	0	-9	0.4	1	6	0	-2	i

Complete entries from above. Order of values: DNMT1 block | TbMetRS inhib | SUMO1 PPI mod | Scp-1 inhibitor | LMPTP inh | STEP block | NadD inh | MLLE-PAM2 inh | CSN inh | Rpn11 block
COc1ccccc1Nc1ccc(NS(=O)(=O)c2ccc(C(C)=O)cc2)cc1 across the screens: -12 | -0.8 | 7 | -6 | 1.3 | 1 | -5 | 26 | 2 | i
COc1ccc(/C=N/Nc2nn3cnnc3c3ccccc23)cc1 across the screens: 2 | 0.1 | -12 | 4 | 0.0 | -1 | 0 | -15 | 4 | i

(listing goes on)
SMILES	DNMT1 block	TbMetRS inhib	SUMO1 PPI mod	Scp-1 inhibitor	LMPTP inh	STEP block	NadD inh	MLLE-PAM2 inh	CSN inh	Rpn11 block
Cc1ccc(NC(=O)c2nnn(-c3ccc4c(c3)OCCO4)c2N)cc1	-1	-0.8	1	-7	0.8	0	-4	-6	-2	i
Cc1ccc(C2CCN(C(=S)Nc3cccc(C)c3)C2)cc1 (stereo not given)	0	-0.7	-4	-2	-0.5	1	-7	-134	0	i
Cc1cc(O)ccc1-c1ccc2nncn2c1	-2	-0.2	-2	nt	-0.4	1	5	5	-1	i
COc1ccccc1OCCSc1nc2ccccc2n1CC(O)CO (stereo not given)	1	-0.4	1	-5	-1.4	-1	1	-8	1	i
CCCCNc1c([N+](=O)[O-])c(=O)n(C)c2ccccc12	2	0.4	-4	-1	0.4	1	-6	5	-10	i
Cc1cc(NC(=O)CN2C(=O)NC3(CCCCC3C)C2=O)no1 (stereo not given)	-6	0.4	1	-11	-1.1	-4	-4	0	-5	i
COCC(C)n1c(C)cc(C(=O)COC(=O)c2c(NC(C)=O)sc(C)c2C)c1C (stereo not given)	29	-0.1	7	80*	33	35	-6	-28	26	+
CCOC(=O)c1[nH]c(C)c(C(=O)NCCC2=CCCCC2)c1C	-1	0.1	2	3	0.8	-4	1	-3	-1	i
O=C(Nc1ccccc1)Nc1nnc(-c2ccccc2)o1	-2	-0.3	-6	-4	1.1	1	-5	8	2	i
O=C(N/N=C/c1ccco1)c1cc(=O)[nH]c2ccccc12	0	-0.1	-10	-1	-0.9	-1	3	-4	-8	i
O=C(Nc1ccc([N+](=O)[O-])cc1Br)c1cccnc1	3	0.8	-27	-8	-0.8	0	-1	-11	-15	i
CC(C)c1nc2oc3c(=O)[nH]cnc3c2c2c1COC(C)(C)C2	5	-0.4	5	-9	-0.8	3	-4	12	6	i
C/C(N)=C(/C#N)C(=O)COC(=O)CCS(=O)(=O)c1ccccc1	-4	-0.5	1	-4	-0.1	0	10	-9	-1	i
CCCCC[C@@H](C)N1C[C@H](COCc2ccccc2)Oc2cc(N3CC[C@H](N(C)C)C3)ccc2S1(=O)=O	nt	-0.8	-54	nt	-0.3	nt	2	nt	-1	nt
O=C(Nc1ccc(Br)cc1F)c1ccc2c(c1)OCCO2	0	0.3	3	-8	1.0	0	-6	6	-3	i
N=c1oc2ccccc2cc1C(=O)Nc1ccccc1	10	-0.1	-9	-5	2.6	-3	-2	-15	-1	i
COC(=O)c1cc(C(=O)NC(C)(C)CC(C)(C)C)cc([N+](=O)[O-])c1	-3	-0.5	-15	-5	0.4	-2	-6	5	10	i
O=C1C2C3C=CC(C4CC34)C2C(=O)N1/N=C/c1ccc([N+](=O)[O-])s1 (stereo not given)	0	-0.8	-17	-5	0.2	0	4	-1	-10	i
O=S(=O)(/N=C(/c1ccccc1)N1CCOCC1)c1ccc(F)cc1F	-2	-0.3	6	0	-1.0	-1	2	-1	0	i
COc1ccccc1-c1nnc(SC(C)C(=O)NCC2CCCO2)n1C (stereo not given)	1	-0.2	1	-5	-1.1	0	-5	9	-5	i
O=S(=O)(NCc1ccccc1)c1ccccc1NCCc1ccccc1	-3	-0.8	3	-7	3.4	3	1	1	4	i
CC(OC(=O)c1ccccn1)C(=O)Nc1nc(-c2ccc(F)c(F)c2)cs1 (stereo not given)	1	-0.4	2	2	0.8	-1	2	-10	6	i
COc1cccc(CN2CCC2(C)C(=O)Nc2cccc(NS(C)(=O)=O)c2)c1OC (stereo not given)	-4	-0.3	0	nt	-2.2	-3	-3	-3	-8	i
C=CCn1c(SCc2cccnc2)nnc1-c1ccncc1	2	0.0	-2	-5	-0.7	-3	-2	8	-2	i
CC(C)C[C@H](NC(=O)N1CCN(c2ccccc2)CC1)C(=O)O	1	-0.8	0	-7	-1.1	-2	1	3	8	i
O=C(NCCc1ccccc1Cl)c1cc(COc2ccc(F)cc2F)on1	0	-0.1	-1	-5	2.8	0	-7	-14	3	i
O=C(CSc1ncccn1)Nn1cnnc1	1	0.2	1	-11	-1.8	0	7	6	-4	i
O=C(COC(=O)CNC(=O)c1cccc(F)c1)NCCC1=CCCCC1	0	-0.2	0	-7	-1.1	2	-3	-13	-3	i
CN1CCN(c2nc(-c3ccccc3O)nc3ccccc23)CC1	19	-1.0	5	-7	1.6	0	-14	8	1	i
O=C(O)C/C(=C\c1cc(Cl)c2c(c1)OCO2)c1nc2ccccc2s1	53*	2.4	-13	28	10	0	3	-22	11	i
C[C@@H]1O[C@@H](OC[C@H]2O[C@@H](Oc3c(-c4ccc(O)c(O)c4)oc4cc(O)cc(O)c4c3=O)[C@H](O)[C@@H](O)[C@@H]2O)[C@H](O)[C@H](O)[C@H]1O	6	-0.1	-11	-12	-1.0	-1	-1	-7	-7	i
CCCCC1(CC)SCC(=O)NC1=O (stereo not given)	-4	-0.2	0	-2	-1.0	-2	5	2	2	i
